Screening data (PubChem BioAssay)
E coli WT inh: growth inhibitors of wild type E. coli, primary screen, strain BW25113 wild type, absorbance readout; E. coli BW25113 growth inhibition, OD600; 20,000 tested, 0.05% active; AID 552, 2006; inhibition, % at 10 µM; in the data active = inhibition above about 40%;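 note: bacteria exposed to compound for 20 hours at 37 °C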
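assay system = bacterial strain in a whole-cell growth screen | quantity = inoculum from a 1:1000 dilution of a 1.5 h subculture | buffer or medium = LB broth with 50 µg/mL kanamycin | compound dosing = one dose, 10 µM final | schedule = compound exposure of 20 h at 37 °C | technique = absorbance at 615 nm as a measure of bacterial growth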
An asterisk follows results filed as active. This is a subset; the hit share may differ from the screen's.

Structure	E coli WT inh
C=CCn1c(COc2ccccc2)nnc1SCC(=O)C(C)(C)C	0
Cn1c(=O)c2c(nc(CN3CCCCC3)n2CCCc2ccccc2)n(C)c1=O	1
Nc1nonc1NC(=O)CSc1ncccc1C(=O)O	-23
N#Cc1cc2sc3nc4ccccc4n3c2cc1C#N	-18
COc1ccccc1C(=O)Nc1cccc(-c2cn3ccsc3n2)c1	-23
COC(=O)c1sccc1NC(=O)c1c(C)noc1C	-12
COCCn1nnnc1C(c1cccs1)N1CCN(c2cc(C)ccc2C)CC1 (configuration not stated)	7
O=S(=O)(c1ccc(Oc2ccc(-c3nnco3)cc2)nc1)N1CCC(Cc2ccccc2)CC1	20
Cc1cc(N2CCOCC2)nc2ccc(NC(=O)C3CCC(C)CC3)cc12 (configuration not stated)	-3
Cc1nnc(SCC(=O)Nc2ccc3c(c2)OCCO3)s1	7

Some of the entries above, set out differently:
Cc1cc(N2CCOCC2)nc2ccc(NC(=O)C3CCC(C)CC3)cc12 (configuration not stated)
- E coli WT inh: -3

N#Cc1cc2sc3nc4ccccc4n3c2cc1C#N
- E coli WT inh: -18

C=CCn1c(COc2ccccc2)nnc1SCC(=O)C(C)(C)C
- E coli WT inh: 0

COC(=O)c1sccc1NC(=O)c1c(C)noc1C
- E coli WT inh: -12

More entries follow:
Structure	E coli WT inh
Cc1nnc(SCC(=O)N2c3ccccc3CC2C)s1 (configuration not stated)	-2
CN(C)CCCN1C(=O)c2oc3ccc(Cl)cc3c(=O)c2C1c1cccnc1 (configuration not stated)	-3
CCOC(=O)c1cc2c(c(CSc3nc4ccccc4c(=O)n3Cc3ccco3)c1)OCOC2	-6
O=C(NCCN1CCOCC1)C1CC(=O)N(c2ccc(F)c(Cl)c2)C1 (configuration not stated)	13
COC(=O)c1cccc(Oc2nc(N3CCOCC3)nc(N3CCOCC3)n2)c1	-14
COc1ccc(OC)c(NC(=O)CCN2CCN(c3ccccc3F)CC2)c1	1
C=CCn1cnc2c(NCc3ccccc3)ncnc21	-6
Cc1nc2cc(-c3ccccc3)ccc2o1	-1
COc1cc2c(cc1OC)C1=C(C#N)CCC(=O)N1CC2	-19
CCn1c(=O)c2cc(S(=O)(=O)NCc3ccccc3)ccc2n(CC)c1=O	-1

Continuation.
Structure	E coli WT inh
CSC1=Nc2sc3c(c2C2=NCCN12)CCCC3	-19
Cn1c(CN2CCOCC2)nc2cc(NC(=O)c3ccccc3Cl)ccc21	-9
Cc1nnc(N2C(=O)C(O)=C(C(=O)c3ccco3)C2c2ccc(F)cc2)s1 (configuration not stated)	-1
CCn1nnnc1SCC(=O)Nc1nc(-c2cccs2)cs1	-1
Cn1nnc(-c2ccc(OCc3ccccc3F)cc2)n1	-20
CN=C(C)C1=C(O)C(C(=O)OC)C(C)(C)CC1=O (configuration not stated)	-4
CCOC(=O)N1CCN(C(=O)CN2C(=O)COc3ccc(C)cc32)CC1	4
CCc1cc2c(CN3CCN(CCO)CC3)cc(=O)oc2cc1O	-4
CCn1c(C(=O)N2CCC(C(=O)NCc3ccc4c(c3)OCO4)CC2)cc2sccc21	7
NC(N)=Nc1nc(CSCC/C(N)=N/S(N)(=O)=O)cs1	-5

Other compounds follow.
Structure	E coli WT inh
CCN(CC)CCNc1nc2ccccc2n1C	-20
Cc1ccc(C2CC(=O)Nc3sc(C(N)=O)c(N)c32)cc1 (configuration not stated)	-22
Brc1cnc(N2CCCC2)nc1N1CCOCC1	-13
CCCCOC(=O)CN1C(=O)c2ccc(C(=O)OCCCC)cc2C1=O	1
COc1ccc(C(=O)CSc2nnc(-c3cnccn3)n2Cc2ccco2)cc1	-16
CCCc1cc(-n2ccnc2)n2c(nc3ccccc32)c1C#N	-5
COC(=O)c1c(O)ccc(Oc2ccccc2)c1C(=O)OC	1
CN(C)c1ccc(C(=O)Nc2nnc(-c3ccc(Cl)cc3)o2)cc1	-1
COc1cc(NC(=O)C2CCCN2S(=O)(=O)c2cccc3cccnc23)cc(OC)c1OC (configuration not stated)	7
CN1CCN(CCC(=O)Nc2ccccc2Cl)CC1	4

(listing goes on)
Structure	E coli WT inh
Cn1c(CCCOc2ccc(Cl)cc2Cl)nnc1SCC(=O)Nc1nccs1	-1
COc1ccc2nc(C)c3cc(C)oc3c2c1	0
O=C(c1cccc(C(F)(F)F)c1)N1CCCCCC1	-21
Cc1ccc2nc(NCCCN3CCOCC3)c(C=NCCCN3CCOCC3)c(=O)n2c1	2
O=C(Nc1ccc(Cl)c(Cl)c1)Nc1cc(C(=O)N2CCOCC2)ccc1N1CCCCC1	4
CCn1c(=O)c2cc(S(=O)(=O)NCCOc3ccccc3)ccc2n(CC)c1=O	7
CC(=O)Oc1cc(C(C)C)c(OCCN(C)C)cc1C	4
CCn1c(=S)sc2nc(C)sc21	-1
CNc1nc(NC)nc(-n2c(C(F)(F)F)nc3ccccc32)n1	2
Cc1ccc2c(c1)c1c(n2CC(O)Cn2c(C)nc3ccccc32)/C(=N\O)CCC1 (configuration not stated)	12

(list continues)
Structure	E coli WT inh
COc1cc(N)ccc1NC(=O)c1cccs1	2
CC1Cn2c(nnc2-c2cccs2)S1 (configuration not stated)	-19
CCC(=O)Nc1cc(Cl)ccc1N1CCN(C(=O)CC)CC1	-10
O=C(Nc1ccccc1Cl)N1CCN(c2ncccn2)CC1	-6
COc1ccc(NC(=O)CN(c2cc(C)cc(C)c2)S(=O)(=O)c2c(C)noc2C)cc1OC	4
COc1ccc(NC(=O)CSc2nnc(Cc3cccn3C)n2-c2ccc(F)cc2)cc1	18
CCOC(=O)Cn1ncc(-c2ccccc2)c1N	1
C[C@]12CC[C@@H]3c4ccc(O)cc4CC[C@H]3[C@@H]1CCC2=O	-3
Cn1nc(C(=O)NCCN2CCOCC2)c2ccccc2c1=O	5
COc1cc2c(cc1OC)CN(C(=O)CSc1n[nH]c(N)n1)CC2	4

Continuation:
Structure	E coli WT inh
O=C(Nc1nc2ccccc2s1)C1CCCN1S(=O)(=O)c1ccc(Cl)cc1 (configuration not stated)	-21
Cc1cc(N2CCN(c3ccccn3)CC2)n2nc(C)nc2n1	-5
COc1cc(NC(=O)c2ccc(-c3ccc(Br)cc3)o2)ccc1NC(=O)C(C)C	-16
O=C(Nc1cccc(-c2nnc(-c3ccccc3)o2)c1)c1ccc(Br)o1	4
CC(C)c1nnc(SCc2ccc(CSc3nnc(C(C)C)n3N)cc2)n1N	-15
NC(=O)OCC(COC(N)=O)c1ccccc1	-10
CCOC(=O)C1CCCN(C(=O)c2ccccc2NC(C)=O)C1 (configuration not stated)	3
Cc1cc(C(=O)Oc2ccccc2C(=O)O)c(C)o1	-1
COc1ccc(NC(=O)CNS(=O)(=O)c2ccccc2)cc1Cl	-14
CCC(=O)c1ccc(OCCSc2ncccn2)cc1	-15

Going on with the list:
Structure	E coli WT inh
CCOC(=O)CSc1nnc(NCC(=O)OC(C)C)c(=O)[nH]1	10
COc1cc2cc(C(c3nnnn3C3CCCC3)N3CCCCCC3)c(=O)[nH]c2cc1OC (configuration not stated)	1
COCCn1c(C)cc(C(=O)CSc2nc3ccccc3c(=O)[nH]2)c1C	-1
Cc1cccc(NC(=O)c2cc3n(n2)C(C(F)(F)F)CC(c2ccc4c(c2)OCO4)N3)c1 (configuration not stated)	14
Cc1cc(=O)n2nc(N3CCCC(C(=O)N4CCc5ccccc54)C3)sc2n1 (configuration not stated)	-2
Cc1oc(CSCC2CCCO2)cc1C(=O)O (configuration not stated)	-17
CCOC(=O)c1c(NC(=O)c2ccn(CC)n2)sc2c1CCCC2	-2
O=C(O)c1ccc(CN2C(=O)c3ccccc3S2(=O)=O)cc1	1
COC(=O)Nc1sc2c(c1C(=O)N1CCOCC1)CCC(C)C2 (configuration not stated)	-5
O=C(c1nc2ccccc2s1)N1CCSCC1	2

Next section.
Structure	E coli WT inh
CN(C)c1ccc(N/C=C/C(=O)c2ccccc2)cc1	5
Cc1c(NC(=O)CN2C(=O)c3cccc4cccc2c34)c(=O)n(-c2ccccc2)n1C	-15
O=S(=O)(c1ccc2c(c1)OCCO2)N1CCC(n2nnc3cc(F)ccc32)CC1	-1
O=C(NC1=NCCS1)C12CC3CC(C1)CC(C(=O)NC1=NCCS1)(C3)C2	-19
O=C(O)c1ccccc1NS(=O)(=O)c1cccc2cccnc12	-23
CCCOC(=O)c1[nH]c2c(c1C)C(=O)CC(c1ccc(OC)c(OC)c1)C2 (configuration not stated)	-1
O=C(c1ccc(F)cc1)N(Cc1ccccc1)C1CCS(=O)(=O)C1 (configuration not stated)	-15
CCOC(=O)Cc1[nH]nc2c1C(c1ccoc1)C(C#N)=C(N)O2 (configuration not stated)	-21
Cc1cc(C)cc(Oc2ccc(N)cc2)c1	-14
CCOC(=O)C1CCN(S(=O)(=O)c2cc(Cl)c(C)cc2OC)CC1	-5

Other structures
Structure	E coli WT inh
O=c1c2ccccc2nc(SCc2nc(-c3ccccc3)no2)n1-c1ccc(F)cc1	-1
CCn1cc(C2Nc3ccccc3C(=O)N2O)c(C)n1 (configuration not stated)	13
CCOc1ccccc1C(=O)NC(C)c1ccc2c(c1)OCO2 (configuration not stated)	-8
CSc1cccc(NC(=O)C2CCN(S(C)(=O)=O)CC2)c1	-4
CCOC(=O)CSc1nc2sc(C)c(C)c2c(=O)n1C	4
CCOc1c(Br)cc(CNc2ncn[nH]2)cc1OC	-12
CC(C)(C)OC(=O)N1CC=C2C(C#N)=C(N)C(C#N)(C#N)C(c3cccs3)C2C1 (configuration not stated)	17
Cc1nn(-c2ccccc2)c(C)c1/C=N/O	1
Cc1nnc(SCC(=O)n2c3c(c4ccccc42)CCCC3)s1	5
CC1=C(c2ccc(Cl)cc2)[N+](=O)C(C)(C)N1[O-]	0

The list continues:
Structure	E coli WT inh
O=C(Nc1cccnc1)c1ccc(COc2ccccc2Br)o1	-14
Cc1ccc(N2CCN(S(=O)(=O)N(C)C)CC2)c(C)c1	-1
Cc1ccccc1NC(=O)CN1CCC(NC(=O)Nc2ccccc2)CC1	-2
CCOC(=O)c1nn(-c2sc(C(=O)OC)c(C)c2C(=O)OC)cc1O	-3
Cc1ccc(-c2nc3ncccc3o2)cc1NC(=O)c1ccco1	5
COc1ccccc1OCC(=O)Nc1cccc(-c2nc3ccccc3o2)c1	-10
CN(CC(=O)Nc1nc2ccccc2s1)S(=O)(=O)c1ccccc1	-17
CCOC(=O)c1ccc(-n2[nH]c(-c3ccccc3)cc2=O)cc1	0
CCCOC(=O)c1ccc(NC(=O)C2CCCO2)cc1 (configuration not stated)	-15
Cc1cc(C)nc(-n2nc(C)cc2Nc2ccccc2)n1	6

Overlap with the part before: 4 compounds; new compounds follow.
Structure	E coli WT inh
CN(CC(=O)Nc1nc2ccccc2s1)S(=O)(=O)c1ccccc1	-17
CCOC(=O)c1ccc(-n2[nH]c(-c3ccccc3)cc2=O)cc1	0
CCCOC(=O)c1ccc(NC(=O)C2CCCO2)cc1 (configuration not stated)	-15
Cc1cc(C)nc(-n2nc(C)cc2Nc2ccccc2)n1	6
COc1ccc(OC)c(NC(=O)COc2ccc(S(=O)(=O)NC(C)C)cc2)c1	-16
O=C(Nc1cccnc1)c1ccc2c(c1)OCO2	7
O=C(Nc1ccc(Cc2ccc(NC(=O)C3CC3)c(O)c2)cc1O)C1CC1	-28
Clc1ss/c(=N\c2ccccn2)c1Cl	0
O=S(=O)(Nc1nc2ccccc2nc1NCc1ccco1)c1cccs1	-8
O=C1c2ccccc2C(Nc2ccc3nc(-c4cccnc4)[nH]c3c2)N1Cc1ccco1 (configuration not stated)	6
O=C(Cc1cccs1)NCc1ccco1	-13
CCOc1ccc(C2/C(=C(/O)c3ccccc3)C(=O)C(=O)N2CCCN(C)C)cc1OC (configuration not stated)	-8
Cn1c(=O)n(Cc2ccccc2)c(=O)c2c1nc(NCC1CCCO1)n2Cc1ccccc1 (configuration not stated)	1
O=c1c2ccccc2c2ccccc2c(=O)n1Cc1ccco1	-2

Later entries.
Structure	E coli WT inh
CN(C)CCCN1C(=O)c2oc3ccccc3c(=O)c2C1c1cccs1 (configuration not stated)	14
O=C(c1cc2ccccc2o1)c1nc2c(n1O)CCCCC2	9
COCCn1nnnc1C(c1cc2cc(OC)ccc2[nH]c1=O)N1CCC(Cc2ccccc2)CC1 (configuration not stated)	-1
CCN(CC)S(=O)(=O)c1cc(C(=O)n2cccn2)c(Cl)cc1Cl	5
Cc1ccc2c(c1C)NC(C(=O)O)C1CC=CC21 (configuration not stated)	14
O=C1C(CCS(=O)c2ccccc2)C(=O)N(c2ccccc2)N1c1ccccc1 (configuration not stated)	0
Oc1ccc(-c2csc(Nc3cccnc3)n2)cc1	-6
Cc1ccc(-c2cc(C(=O)Nc3cnn(C45CC6CC(CC(C6)C4)C5)c3)no2)cc1	-15
N#CCc1nc2c3c4c(sc3ncn2n1)CCCC4	-3
Cc1cc(-c2ccccc2)nc2cc(C(=O)NCCCn3ccnc3)nn12	-2

Going on with the list:
Structure	E coli WT inh
CCOC(=O)C1CCN(c2cc(C)nc3cc(-c4cccc(F)c4)nn23)CC1	-1
CC(C)(C)c1csc(NC2=NS(=O)(=O)c3ccccc32)n1	-9
COc1cc2nc(NC(=O)c3ccccc3)[nH]c(=O)c2cc1OC	-22
CCOC(=O)C1=C(c2ccccc2)N2CCN=C2S1	-3
